TDP1 cell CPT = growth inhibition of DT40 Tdp1-/-;hTDP1 cells with camptothecin (screen for TDP1 inhibitors); chicken DT40 Tdp1-/-;hTDP1 cells + 20 nM CPT, ATP luminescence, 48 h; Potency, µM (highest dose often 46.2 µM), for inactives: at the highest dose activity change, negative = growth inhibition, most hits filed as inhibitors; 420,000 tested, 12% active; AID 686979; further: nearly all actives have a fitted effect of over 55% in size
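Chicken DT40 Tdp1-/- cells stably complemented with human TDP1 were seeded at 400 cells/well in medium containing 20 nM camptothecin, exposed to pin-transferred compounds, and grown at 37 °C for at least 48 hr. Viability was read as ATP luminescence.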
N370S GC mod = inhibitors or activators of N370S glucocerebrosidase for Gaucher disease; P04062; N370S GC spleen homogenate, 4MU-glucoside fluorescence; Potency, µM (doses to about 59.4 µM), for the others: at the highest dose activity change, negative = inhibition, actives largely listed as inhibitors; 330,000 tested, 0.092% active; AID 2101;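 further: 0% = full enzyme activity and -100% = no enzyme basal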
FEN1 inh = blocks human flap endonuclease 1; Recombinant FEN1 flap cleavage, fluorescence, 15 min; Potency, µM (top dose mostly 114 µM), without a hit: top-dose activity change, negative = inhibition, usual class: inhibitors; 390,000 tested, 0.35% active; AID 588795; further: nearly all actives have a fitted effect of over 65% in size
Target sequence (P39748 whole entry, looked up): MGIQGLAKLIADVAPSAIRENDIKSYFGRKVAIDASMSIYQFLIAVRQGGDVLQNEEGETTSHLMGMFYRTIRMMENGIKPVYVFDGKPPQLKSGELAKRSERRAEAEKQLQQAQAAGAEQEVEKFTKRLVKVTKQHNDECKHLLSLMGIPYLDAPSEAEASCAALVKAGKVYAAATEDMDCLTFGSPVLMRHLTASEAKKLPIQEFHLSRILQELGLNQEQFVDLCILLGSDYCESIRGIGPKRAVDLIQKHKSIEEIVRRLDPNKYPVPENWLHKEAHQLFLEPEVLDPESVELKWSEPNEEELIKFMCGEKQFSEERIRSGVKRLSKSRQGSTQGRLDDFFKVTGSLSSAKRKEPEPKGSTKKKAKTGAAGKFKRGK
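With each library titrated from low to high concentration, compounds met 10 nM FEN1 for 15 min at room temperature before 50 nM substrate was added; readings at 0 and 15 min fed four-parameter Hill curve fits.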
The depositor's hits bear a star; ? = inconclusive; . = not tested or not shown; [ ] = remark or other dose. The call rests on the fitted dose curve; in most records, active means well fitted curve in the direction sought with a large enough effect; inconclusive means small, poorly fitted or top-dose-only effect, or another doubt; inactive means no such curve, though single readings can be large; an effect the other way counts as inactive or inconclusive. Unless noted, on the % scale 0 is the no-effect control and ±100 the full control effect; potency means the concentration at half of the fitted maximal effect. An excerpt, so the mix of outcomes need not match the whole.

SMILES	TDP1 cell CPT	N370S GC mod	FEN1 inh
COc1cccc(CN2CCNC(=O)C2CC(=O)N(C)C2CCOCC2)c1 (stereo unspecified)	-1%	2%	17%
CCCC(=O)C1=C(O)C(C(=O)OC)C(C)(C)CC1=NCCc1ccc(OC)c(OC)c1 (stereo unspecified)	4%	11%	1%
CCCCn1c(N)c(N(CCC(C)C)C(=O)CC2CCCCC2)c(=O)[nH]c1=O	-17%	-2%	43%[activator]
COC(=O)C1CCN(c2cc(Cl)nc(N)n2)CC1	11%	3%	-3%
Cc1ccccc1C(=O)OCC(=O)Nc1cccc(S(=O)(=O)NC2=NCCC2)c1	2%	.	-12%
CCOCc1c(C(=O)N2CCN(CC(=O)Nc3ccc(F)cc3)CC2)oc2ccccc12	-22%	-2%	0%
COc1cccc2[nH]c(C(=O)NCCc3ccccc3)cc12	-2%	-4%	-16%
CCOc1ccccc1Nc1sc(C(=O)c2ccc(Cl)cc2)c(N)c1C(=O)NCCc1ccccc1	4.6µM*	.	-8%
COc1ccc(CNC(=O)COC(=O)CN2C(=O)C3CC=CCC3C2=O)cc1 (stereo unspecified)	-10%	.	11%
CCCn1c(N)c(C(=O)CSc2nnc3ccccn23)c(=O)n(C)c1=O	-14%	-2%	4%
CCOC(=O)C1CCN(c2ncnc3c2cnn3-c2ccccc2)CC1	-16%	21%	-2%
CCCC(c1nnnn1C1CCCC1)N1CCN(C(=O)c2ccco2)CC1 (stereo unspecified)	-3%	-1%	1%
CS(=O)(=O)N1CCN(c2nc(-c3cccs3)nc3ccccc23)CC1	16µM*	.	-8%
Cc1ccc(C)c(NC(=O)CN(C)C(=O)c2nn(C)c(=O)c3ccccc23)c1	-14%	0%	2%
CCCCCCCN1CCN=C1Nc1ccccc1	23µM*	-17%	11%
COc1cc(CN2CCCC(CCC(=O)NCc3ccc(C)o3)C2)cc2c1OCO2 (stereo unspecified)	-3%	-15%	5%
CCOc1ccc2nc(N3CCCC(C(=O)NCc4ccccc4Cl)C3)sc2c1 (stereo unspecified)	?	.	-4%
C=CCn1c(=O)c2c(nc3n2CCCN3CCc2ccc(OC)c(OC)c2)n(C)c1=O	4%	-8%	-14%
Cc1ccc(C2CC(=O)C(C=NCCN3CCN(C(=S)Nc4ccccc4)CC3)=C(O)C2)cc1 (stereo unspecified)	16%	-5%	0%
Cc1ccc(S(=O)(=O)NC(=O)NCc2ccc(Cl)cc2)cc1	-8%	5%	5%
COC(=O)c1cc2c(cc1NC(=O)CSCCc1ccccn1)OCO2	-19%	2%	6%
Nc1nc2ccc(C(=O)Nc3ccccc3)cc2s1	-30%	-9%	5%
CC1(C)c2ccccc2N2CC(=O)N[C@@]21/C=C/C=C/c1ccccc1	?	6%	-7%
CC(=O)N1CCN(CC(=O)Nc2ccc(SC(F)F)cc2)CC1	-15%	-2%	3%
Cc1ccc(C(=O)OCC(=O)NCc2ccco2)s1	29%	11%	-12%
CC(C)Oc1ccc(CN2CCCC(CO)(Cc3ccccc3)C2)cc1CO (stereo unspecified)	29µM*	-5%	-1%
COC(=O)C1=C2SC(C)C(=O)N2C(N)=C(C#N)C1c1cc(OC)c(OC)c(OC)c1 (stereo unspecified)	-2%	2%	-4%
Nc1nc(SCC(=O)Nc2ccccc2Sc2ccc(Cl)cc2)n[nH]1	-14%	1%	-10%
Cc1cc(Br)ccc1NC(=O)CN1C(=O)c2cccnc2Sc2ccccc21	-23%	.	11%
O=C(/C=C/c1ccccc1)OCc1cncs1	-2%	-11%	-15%
Cc1cccc(-c2nc(CN3CCN(Cc4cccc(F)c4)CC3)c(C)o2)c1	?	-12%	-3%
COC(=O)COc1ccccc1/C=C1/NC(=O)NC1=O	9%	11%	-8%
O=C(CNC(=O)Cc1ccccc1)NCC(=O)OCC(=O)c1ccc(F)cc1	0%	6%	1%
COc1cc(CNc2ccc(CNc3ncn[nH]3)cc2)ccc1OCc1ccccc1	-23%	4%	-2%
Cc1ccc(S(=O)(=O)NC(=O)Nc2c(C)cccc2C)cc1	7%	-4%	14%
COc1ccc(S(=O)(=O)n2ccc(C)n2)cc1C	8%	7%	-8%
COc1ccc(OC)c(C(c2nnnn2CC2CCCO2)N2CCN(C3CCCC3)CC2)c1 (stereo unspecified)	-15%	4%	-3%
CC(O)[C@H]1CN=C(N)N1CC(C)(C)C (stereo partly specified)	-2%	.	5%
COCCCNc1nc2c(S(=O)(=O)c3ccc(C)c(C)c3)nnn2c2ccc(Cl)cc12	?	.	-1%
CCOC(=O)C(NCc1ccccc1)(NC(=O)c1ccccc1)C(F)(F)F (stereo unspecified)	-3%	2%	0%
CCOC(=O)c1cc(-c2ccccc2)n(CC(=O)NC2CCC(C)CC2)c1C (stereo unspecified)	15µM*	.	5%
COc1cccc(N=C2NC(=O)/C(=C/c3cc([N+](=O)[O-])ccc3O)S2)c1	14%	1%	?
CCCCNC(=O)c1[nH]c2ccccc2c1Sc1ccc(C)cc1	?	.	1%
O=C(Nc1ccc2oc(=O)c(C(=O)O)cc2c1)Oc1ccccc1	0%	.	2%
CCN(c1ccccc1)S(=O)(=O)c1cc(C(=O)OC2CCOC2=O)ccc1C (stereo unspecified)	-7%	.	0%
CCCCC1C2=C(CCCC2=O)OC2=C1C(=O)CCC2	-26%	-11%	6%
COC(=O)CCC(=O)NNC(=O)c1ccc(Cl)cc1Cl	-17%	5%	12%
Cc1ccnc(NC(=O)c2cc(S(=O)(=O)NCc3ccccc3)ccc2C)c1	-1%	.	-10%

An excerpt from further up, as a working copy:
SMILES	TDP1 cell CPT	N370S GC mod	FEN1 inh
COc1cccc(N=C2NC(=O)/C(=C/c3cc([N+](=O)[O-])ccc3O)S2)c1	14%	1%	?
CCCCNC(=O)c1[nH]c2ccccc2c1Sc1ccc(C)cc1	?	.	1%
O=C(Nc1ccc2oc(=O)c(C(=O)O)cc2c1)Oc1ccccc1	0%	.	2%
CCN(c1ccccc1)S(=O)(=O)c1cc(C(=O)OC2CCOC2=O)ccc1C (stereo unspecified)	-7%	.	0%
CCCCC1C2=C(CCCC2=O)OC2=C1C(=O)CCC2	-26%	-11%	6%
COC(=O)CCC(=O)NNC(=O)c1ccc(Cl)cc1Cl	-17%	5%	12%
Cc1ccnc(NC(=O)c2cc(S(=O)(=O)NCc3ccccc3)ccc2C)c1	-1%	.	-10%

Some entries already given, limited to TDP1 cell CPT.
compound | TDP1 cell CPT
CCCC(c1nnnn1C1CCCC1)N1CCN(C(=O)c2ccco2)CC1 (stereo unspecified) | -3%
CS(=O)(=O)N1CCN(c2nc(-c3cccs3)nc3ccccc23)CC1 | 16µM*

Next compounds:
SMILES	TDP1 cell CPT	N370S GC mod	FEN1 inh
Cc1ccc2nc3c(cc(C(=O)NCc4ccccc4)c(=N)n3CCCn3ccnc3)c(=O)n2c1	?	.	-32%
Nc1cc(=O)[nH]c(SCC(=O)Nc2ccc(Oc3ccccc3)cc2)n1	-15%	-1%	-3%
NC(=O)c1ccc(-n2c(CCC(=O)O)ccc2-c2cccs2)cc1	0%	1%	-3%
COc1ccc(-n2nc3c(c2NC(=O)c2c(F)cccc2Cl)CS(=O)C3)cc1 (stereo unspecified)	7%	3%	-2%
CCc1cc2c(=O)c(-c3nc4ccccc4n3C)coc2c(CN2CCCCC2)c1O	?	-6%	-16%
Cc1cccc(OCCNc2nc3c(c(=O)n(C)c(=O)n3C)n2C)c1	16µM*	8%	-3%
Cc1ccc(Cl)c(OCC(O)CN(CCO)CCO)c1 (stereo unspecified)	-9%	6%	1%
CCOC(=O)c1sc(Nc2ccc(Br)cc2)nc1C	?	4%	-14%
CCC(=O)N1CCN(c2ccc(NC(=O)COc3ccc(C)cc3C)cc2)CC1	?	-4%	-7%
CCN(C(=O)COC(=O)c1c(C)nsc1NC)c1ccccc1	-29%	.	-1%
O=C(c1ccccn1)N(Cc1ccco1)C1(C(=O)NC2CCCC2)CCCCC1	-28%	5%	-6%
Cc1c(CCOC(=O)CC23CC4CC(CC(C4)C2)C3)sc[n+]1Cc1ccccc1	2.1µM*	-6%	0%
Cc1ccccc1C(=O)NCC(=O)OC(C)C(=O)NC(C)CCc1ccccc1 (stereo unspecified)	-21%	.	-4%
COc1ccc(-c2cncnc2-c2ccc(OC)cc2O)cc1	?	3%	14%
COc1ccc(NC(=O)CN(c2ccccc2OC)S(C)(=O)=O)c(OC)c1	-1%	.	12%
COc1ccccc1N1CCN(C(=O)CNC(=O)c2ccc(Cl)cc2Cl)CC1	?	1%	3%
CCCOC(=O)c1ccc(Nc2nc3ccccc3nc2-n2nc(C)cc2C)cc1	-18%	.	-1%
CCN(CC)S(=O)(=O)c1ccc(N(C)Cc2cccc(OC)c2OC)nc1	23µM*	8%	5%
COc1cccc(CN(C)CCCn2ccc(NC(=O)OCc3ccccc3)nc2=O)c1	?	.	7%
CC(C)(C)OC(=O)N1CSC[C@H]1C(=O)NC[C@H](CC(=O)O)c1ccc(Cl)cc1	1%	-7%	-3%
Cc1ccc(N2CC(C(=O)NCc3n[nH]c(=O)c4ccccc34)CC2=O)cc1C (stereo unspecified)	1%	-12%	2%
O=c1[nH]c(=O)n(C2OC(CO)C(O)C2O)cc1N1CCOCC1 (stereo unspecified)	0%	.	-1%
CN(C)S(=O)(=O)c1cccc(NC(=O)c2cc([N+](=O)[O-])ccc2N2CCCCC2)c1	?	.	-12%
COc1ccc(N(CC(=O)NCc2ccc(Cl)cc2)S(=O)(=O)c2ccccc2[N+](=O)[O-])c(OC)c1	?	1%	9%

Structural class, those above with a furan ring, fused or not
SMILES	TDP1 cell CPT	N370S GC mod	FEN1 inh
CCOCc1c(C(=O)N2CCN(CC(=O)Nc3ccc(F)cc3)CC2)oc2ccccc12	-22%	-2%	0%
CCCC(c1nnnn1C1CCCC1)N1CCN(C(=O)c2ccco2)CC1 (stereo unspecified)	-3%	-1%	1%
COc1cc(CN2CCCC(CCC(=O)NCc3ccc(C)o3)C2)cc2c1OCO2 (stereo unspecified)	-3%	-15%	5%
Cc1ccc(C(=O)OCC(=O)NCc2ccco2)s1	29%	11%	-12%
O=C(c1ccccn1)N(Cc1ccco1)C1(C(=O)NC2CCCC2)CCCCC1	-28%	5%	-6%

(next part)
SMILES	TDP1 cell CPT	N370S GC mod	FEN1 inh
CC(Sc1nc2ccccc2n1C)C(=O)NC(c1ccccc1)c1ccccc1 (stereo unspecified)	-7%	?	-11%
CCOC(=O)C1=C(N)Oc2c(oc(CO)cc2=O)C1c1ccc(F)c(F)c1 (stereo unspecified)	-20%	?	3%
Cn1c2ccccc2c(=O)c2ccc(NCCc3cccs3)cc21	?	.	?
CCc1cc2c(SCC(=O)Nc3ncc(Cl)c(C)c3Cl)ncnc2s1	-30%	24%	-13%
O=C(NC1=NCCS1)c1ccccc1F	0%	.	6%
Cc1ccc(S(=O)(=O)Nc2cccc(-c3cn4cccc(C)c4n3)c2)cc1	?	.	-22%
COc1ccc2c(c1)cc1c(=O)n(CC(=O)NCCCN3CCOCC3)nc(C)n12	3%	-2%	0%
COc1cccc(OCCCN2CCCCCC2)c1	8%	7%	16%
CCCn1nnc(NC(=O)COc2cc(C)ccc2C(C)C)n1	-16%	-2%	-11%
Cc1ccc(-c2ccc(C(=O)O)c(C)n2)cc1	9%	1%	-2%
Cn1nnnc1SCCNC(=O)C1CCC(=O)N(Cc2ccc(Cl)cc2)C1 (stereo unspecified)	-4%	-4%	1%
CCC(=O)N1CCN(c2ccc(Cl)cc2NC(=O)Cc2ccc(Cl)cc2)CC1	?	-9%	-24%
CCN(CC)C(=O)CSc1nnc(-c2c[nH]c3ccccc23)o1	-6%	-9%	-10%
CC(C)(C)OC(=O)N1CCC(c2c(C(=O)NCCN3CCc4ccccc4C3)cnn2-c2ccc(F)cc2)CC1	?	.	-15%
CCOC(=O)Cc1csc(SCC(=O)Nc2cccc(Cl)c2)n1	?	7%	-8%
Cc1cc(C)cc(N(C(=O)Cc2cccs2)C(C(=O)NC2CCCC2)c2ccc(C)o2)c1 (stereo unspecified)	?	2%	15%
COc1ccc([C@H]2[C@@H]3C=CCC[C@@]3(C)C(=O)N2Cc2ccccc2)cc1Cl	?	20%	-3%
Cc1cnc(CNc2ccnc(-c3ccccc3C)n2)cn1	10%	-29%	.
CCc1ccccc1NC(=O)CN(C)C(=O)CN1C(=O)NC2(CCCCCC2)C1=O	-5%	-8%	7%
Cc1ccc(C(=O)NCCc2nnc3ccc(SCC(=O)NCc4ccc(F)cc4)nn23)cc1	7%	2%	17%
O=C(c1ccc(C23CC4CC(CC(C4)C2)C3)o1)N1CCOCC1	?	14%	3%
CCCCSc1nnc2[nH]c(=O)cc(C)n12	8%	.	20%
CCCCOc1ccc(Nc2cc(Cl)ccc2C(=O)O)cn1	4%	?	-11%

Taken from above.
N370S GC mod with COc1ccc([C@H]2[C@@H]3C=CCC[C@@]3(C)C(=O)N2Cc2ccccc2)cc1Cl → 20%
N370S GC mod with CCc1ccccc1NC(=O)CN(C)C(=O)CN1C(=O)NC2(CCCCCC2)C1=O → -8%
